Screening results (PubChem BioAssay)
Furin inh: human furin inhibition. purified furin, fluorogenic substrate cleavage. inhibition, % at 30 µM. 0.061% of 220,000 active. AID 463115; in the data active = inhibition above about 25%; note: inactives centre near -15
Target sequence (P09958 108-714 limits assumed): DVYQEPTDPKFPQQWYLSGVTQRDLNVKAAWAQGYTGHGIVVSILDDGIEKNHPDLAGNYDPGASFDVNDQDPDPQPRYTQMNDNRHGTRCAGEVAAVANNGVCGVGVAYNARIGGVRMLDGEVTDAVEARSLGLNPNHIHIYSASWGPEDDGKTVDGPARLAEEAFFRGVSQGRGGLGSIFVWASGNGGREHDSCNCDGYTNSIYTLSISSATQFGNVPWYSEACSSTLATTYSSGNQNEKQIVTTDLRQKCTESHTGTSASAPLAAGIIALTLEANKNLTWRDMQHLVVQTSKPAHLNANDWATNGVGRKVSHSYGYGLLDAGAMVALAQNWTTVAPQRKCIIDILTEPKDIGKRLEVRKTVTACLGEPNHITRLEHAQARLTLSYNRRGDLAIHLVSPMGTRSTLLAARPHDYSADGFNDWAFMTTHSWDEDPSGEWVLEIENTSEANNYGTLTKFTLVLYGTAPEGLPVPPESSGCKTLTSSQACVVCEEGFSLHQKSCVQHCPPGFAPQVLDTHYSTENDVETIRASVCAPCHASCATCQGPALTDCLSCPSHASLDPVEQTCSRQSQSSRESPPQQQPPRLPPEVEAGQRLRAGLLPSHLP
KLK5 inh: inhibitors of human kallikrein 5 | Q9Y337 | recombinant hK5, fluorogenic AMC substrate cleavage | inhibition, % at 5 µM | 0.59% of 210,000 active;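 active = inhibition of 40% or more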;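 note: 0% = enzyme controls without compound and 100% = no-enzyme blanks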
14-3-3 Bad PPI: disrupts binding of bovine 14-3-3 zeta to phospho-Bad peptide | 0.71% of 220,000 active | TR-FRET 14-3-3zeta/Dy647-pBad peptide displacement, 1 h | AID 781 | inhibition, % at 21.7 µM;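 active = inhibition above about 70%, limit read from the data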;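 note: 0% = full 14-3-3 plus peptide FRET controls and 100% = background without 14-3-3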
Cl transport mod: KCC2 (human) Cl- transport modulation. 2.2% of 190,000 active. KCC2 cells, thallium flux FluoZin-2 fluorescence. B-score of Tl+ flux slope (higher = more flux/activation; lower = inhibition) at 10 µM. Q9H2X9. AID 1456;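 active = thallium flux slope and its plate-corrected score both differing from the plate sample mean at a set confidence after two filtering rounds, in either direction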;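 note: slope of fluorescence scaled to starting intensity during 10 to 20 s after thallium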
EBV gp42 block: blocks Epstein-Barr virus glycoprotein 42 binding; Q1HVG2; Fluorescence polarization binding assay, mP read-out; inhibition, % (tested at 21.74 µM); 0.42% of 220,000 active; in the data active = inhibition above about 50%
eIF4E 4G PPI: blocks eIF4E binding to eIF4G. P63073+Q04637. TR-FRET eIF4E-eIF4GI(517-606) binding, 2 h. inhibition, % at 21.7 µM. 0.37% of 220,000 active. AID 782;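 note: 0% = full FRET control wells and 100% = background wells lacking eIF4GI fragment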
thrombin 1536: blocks human thrombin protease activity. alpha-thrombin, Boc-VPR-AMC fluorogenic substrate cleavage. AID 1046. 0.26% of 220,000 active. inhibition, % at 5 µM;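 active = inhibition at or above 40%; inactive = inhibition below 40%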;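 note: 0% = enzyme with no compound and 100% = wells without enzyme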
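Test system: human alpha-thrombin protein / Dosing: one concentration per compound, 5 µM, with 0.2% DMSO / Medium: pH 7.5 Tris-saline with Tween 20 / Benchmarks: no-compound enzyme wells and no-enzyme blanks / Read-out basis: percent inhibition of thrombin substrate cleavage / Timing: reaction at room temperature / Measured by: fluorescence, ex 355 nm, em 460 nm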
Rad51 HR inh: Rad51 (human) homologous recombination inhibition. hRad51 DNA strand exchange, fluorescence dequenching. Q06609. inhibition, % at 10 µM. 0.085% of 200,000 active. AID 1385;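 active = inhibition above 40% at the single screening dose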;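 note: 0% = DMSO control wells and 100% = blanks with heterologous ssDNA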
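System: human Rad51 nucleoprotein filaments preassembled on unlabelled ssDNA. Reagent: labelled 47-mer dsDNA for strand exchange. Schedule: 30-min compound preincubation and 15-min exchange, both room temperature. Measured by: FRET fluorescence dequenching, excitation 485 nm, emission 520 nm. Read-out: Fluorescence-based percent inhibition, control- and blank-normalised. Benchmarks: plate controls and plate blanks.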
NCF1 inh: p47phox (human) inhibition; P14598; p47phox/p22phox peptide binding, fluorescence polarization, 2 h; inhibition, % at 24.7 µM; 0.53% of 220,000 active; AID 1274;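 note: 0% = p47phox with labelled peptide and 100% = labelled peptide alone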
Target sequence (P14598 whole entry, looked up): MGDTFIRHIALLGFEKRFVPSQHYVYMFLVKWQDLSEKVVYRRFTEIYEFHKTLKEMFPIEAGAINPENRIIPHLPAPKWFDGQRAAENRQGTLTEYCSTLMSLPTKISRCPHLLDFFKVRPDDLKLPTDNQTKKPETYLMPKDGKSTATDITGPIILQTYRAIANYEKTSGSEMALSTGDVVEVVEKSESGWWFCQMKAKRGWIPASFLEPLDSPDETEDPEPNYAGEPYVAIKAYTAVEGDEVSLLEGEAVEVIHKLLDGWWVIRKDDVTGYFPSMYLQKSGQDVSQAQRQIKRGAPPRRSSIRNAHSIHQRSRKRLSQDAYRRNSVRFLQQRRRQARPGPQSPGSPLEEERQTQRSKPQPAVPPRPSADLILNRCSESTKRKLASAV
Starred values were filed as active, the others as inactive; . = not tested or not shown; [ ] = remark or other dose.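 Rule for the calls, unless noted: active = inhibition above about 30% (limit read from the data); inactive = the rest.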

SMILES	Furin inh	KLK5 inh	14-3-3 Bad PPI	Cl transport mod	EBV gp42 block	eIF4E 4G PPI	thrombin 1536	Rad51 HR inh	NCF1 inh
O=C(NCCc1ccccc1)c1ccc(CS(=O)(=O)c2ccc(Cl)cc2)o1	-19	-16	-16	-0.24	11	2	1	2	-7
O=C(COc1ccccc1)Nc1ccc([N+](=O)[O-])cc1	-24	-4	-2	-0.14	1	3	3	.	-22
CCn1cc(C(=O)O)c(=O)c2cc(F)c(N3CCN(C(=S)NC(=O)c4ccc(F)c(F)c4)CC3)cc21	-13	-4	-16	0.1	-4	-8	-13	0	-7
COc1cccc(NC(=O)Nc2ccc(CC(=O)O)cc2)c1	-3	5	9	0.31	-10	-1	-6	-6	-2
COc1ccc(O)c(-c2cn[nH]c2-c2cccs2)c1	-7[20 µM]	-8	0	0.91	-3	-4	-2	1	-7
O=C(Nc1ccc2c(c1)OCCO2)C1CCCN(S(=O)(=O)c2cccnc2)C1 (stereo not drawn)	-21	-21	-1[fluorescence artefact?]	0.38	6	-4[fluorescence artefact?]	-6	-1	-4
COc1ccc(-n2cc(C#N)c(=O)[nH]c2=O)cc1	-18	-2	-4	-0.046	-8	-1	-4	-64	-15
O=C(CSc1nc(O)c(C2CCCCC2)c(=O)[nH]1)Nc1ccc(Cl)cc1	-18	1	3	0.011	-3	5[fluorescence artefact?]	2	4	-17
Cn1c(NC(=O)c2cc(-c3ccc4c(c3)OCO4)nc3ccccc23)cc(=O)n(C)c1=O	-13	-10	-7	-0.015	-16	-1	2	.	-7
COc1ccc2nc(SCC(=O)c3ccco3)[nH]c2c1	-17[20 µM]	7	57	-0.084	1	0	1	0	1
C/C(=N/NC(=O)c1sc(=S)n(C)c1C)c1ccccc1	-13	-13	-6	0.085	-18	2	-1	-5	-14
Cc1cc(C)nc(SCC(=O)N2CCOCC2)n1	-9	-5	1	.	-12	-12	-2	-5	-1
COc1cccc(Cn2cnc3c([N+](=O)[O-])c(C)c(C)cc32)c1	2	4	-8	-0.95	-1	2	-5	-13	-13
O=C(CSc1nnc(SCc2ccc(Cl)cc2)s1)N1CCN(C(=O)c2ccco2)CC1	-10[20 µM]	-20	1	.	-12	-1	-3	-3	-2
CC1C(O)=C(c2nc3ccccc3[nH]2)C(=N)N1c1ccccc1 (stereo not drawn)	-10[20 µM]	-253	-18[fluorescence artefact?]	.	-1	-2	1	0	-10
O=C1C(C=NCCCN2CCOCC2)=C(O)c2ccccc21	-9	59*	-3	.	2	3	12	9	-5
O=C(CCN1CCN(c2ccccc2)CC1)NNC(=S)Nc1ccccc1	-20	-19	-14	0.026	-14	-2	-4	10	-2
C(=N\Nc1ccc2nncn2n1)/c1ccco1	-7	5	2	0.51	-3	-5	1	-4	-9
Cc1cc(C(=O)OCC(=O)N(C)C2CCS(=O)(=O)C2)c(C)n1-c1ccccc1 (stereo not drawn)	-27	-2	-9	.	-22	2	-1	5	-14
CC(C)NC(=O)/C(C#N)=C/c1cccc(NC(=O)c2ccccc2Cl)c1	3	4	24[fluorescence artefact?]	0.55	-4	-2	1	-8	-6
CCN(CC)CCNC(=O)c1cccc(NC(=O)C(=O)c2ccccc2NC(C)=O)c1	-11	-4	-9	0.041	-9	0	.	-6	0
COc1ccc(OC)c(S(=O)(=O)NCc2cccnc2)c1	10[20 µM]	-7	3	0.22	0	-10	-2	11	-2
Cc1ccc(-c2cc(C(=O)Nc3nn[nH]n3)c3ccccc3n2)c(C)c1	-11[20 µM]	-3	13	.	11	-1	3	.	-3
CCN(CC)S(=O)(=O)c1ccc2c(c1)nc(SCn1nnc3ccccc3c1=O)n2CC	-12[20 µM]	7	-5	0.13	-12	-2	1	-2	-30
COc1ccc(CC(=O)OCC(=O)Nc2ccc(Cl)cn2)cc1	-19[20 µM]	-3	-2	-0.51	5	1	3	1	3
Cc1ccc(C(=O)Nc2ccc3c(c2)CCC3)o1	-9	84*	7	-0.13	-2	0	11	-4	-9
CC/C(=N\NC(=O)c1ccc(Br)cc1)c1ccccc1	-26	-4	-17	1.4	4	-4	2	-3	-4
COc1ccc(-c2csc(NC(=O)c3ccccc3NS(=O)(=O)c3ccc(C)cc3)n2)cc1	-9	-2	-15	-4	15	0	-3	-8	-46
CC1=C(C(=O)Nc2ccccn2)C(c2ccc3c(c2)OCO3)C2=C(CC(C)(C)CC2=O)N1 (stereo not drawn)	-24	1	-17	0.042	-9	3	-14	-28	-17
COc1ccc(C(=O)C(Cc2cc(C(C)=O)ccc2OC)N2CCCC2)cc1 (stereo not drawn)	-28	-4	0	-1.5	-16	2	-8	1	-12

Part of the list above in order of length of the SMILES, rising.
SMILES	Furin inh	KLK5 inh	14-3-3 Bad PPI	Cl transport mod	EBV gp42 block	eIF4E 4G PPI	thrombin 1536	Rad51 HR inh	NCF1 inh
Cc1ccc(C(=O)Nc2ccc3c(c2)CCC3)o1	-9	84*	7	-0.13	-2	0	11	-4	-9
Cc1ccc(-c2cc(C(=O)Nc3nn[nH]n3)c3ccccc3n2)c(C)c1	-11[20 µM]	-3	13	.	11	-1	3	.	-3
CCN(CC)S(=O)(=O)c1ccc2c(c1)nc(SCn1nnc3ccccc3c1=O)n2CC	-12[20 µM]	7	-5	0.13	-12	-2	1	-2	-30
COc1ccc(-c2csc(NC(=O)c3ccccc3NS(=O)(=O)c3ccc(C)cc3)n2)cc1	-9	-2	-15	-4	15	0	-3	-8	-46

Going on with the list:
SMILES	Furin inh	KLK5 inh	14-3-3 Bad PPI	Cl transport mod	EBV gp42 block	eIF4E 4G PPI	thrombin 1536	Rad51 HR inh	NCF1 inh
COc1cccc(-c2cc(C(=O)N3CCN(C(c4ccccc4)c4ccccc4)CC3)no2)c1	-31	5	4	0.2	1	-3	1	-8	-15
Cc1ccn2c(Nc3ccc4c(c3)OCO4)c(-c3ccccn3)nc2c1	-11	-67	-18[fluorescence artefact?]	-2.5	5	20	-7	-2	-1
Cn1c(=O)cc(OCCCC(=O)NCCC2=CCCCC2)c2ccccc21	-28	7	-18	-1.4	-7	1	2	0	4
O=C(CN1CCCCCCC1)N/N=C/c1ccccc1F	-12	-19	-14	-0.21	-13	-1	-2	13	-1
O=C(O)C1CC=CCC1C(=O)NCc1ccc2c(c1)OCO2 (stereo not drawn)	-13[20 µM]	-4	4	0.17	-19	1[fluorescence artefact?]	0	6	-10
COc1ccccc1C(c1nnnn1CCc1ccccc1)N1CCCCCC1 (stereo not drawn)	-20[20 µM]	3	-24[fluorescence artefact?]	-2.3	-12	7[fluorescence artefact?]	3	-1	-18
COCC(C)NC(=O)c1cc(-c2ccccc2OC)on1 (stereo not drawn)	-17	-10	-9	.	-7	0	-4	2	-11
CCOC(=O)CSC1=C(C#N)C(c2ccc(Cl)cc2)CC(=O)N1 (stereo not drawn)	-22	45*	-17	-0.95	-7	0	14	3	-1
CCOC(=O)c1ccc(NC(=O)Nc2ccon2)cc1	-16	2	-6	-0.11	-14	2	-3	.	-7
S=C(NCCC(c1ccccc1)c1ccccc1)Nc1ccccc1Cl	-2	-15	-17	0.043	-16	-2	-8	-7	-22

Next part; it opens with the 2 that closed the last part.
SMILES	Furin inh	KLK5 inh	14-3-3 Bad PPI	Cl transport mod	EBV gp42 block	eIF4E 4G PPI	thrombin 1536	Rad51 HR inh	NCF1 inh
CCOC(=O)c1ccc(NC(=O)Nc2ccon2)cc1	-16	2	-6	-0.11	-14	2	-3	.	-7
S=C(NCCC(c1ccccc1)c1ccccc1)Nc1ccccc1Cl	-2	-15	-17	0.043	-16	-2	-8	-7	-22
c1ccc(CN=C2NN=C(c3ccccc3)CS2)cc1	-22	2	-13	0.59	-16	-4	0	7	-15
CCN(CC)CCCN(Cc1cc2cc3c(cc2[nH]c1=O)OCCO3)C(=O)Nc1ccc(F)cc1	-20	-16	64[fluorescence artefact?]	0.12	4	-26[fluorescence artefact?]	-5	4	-4
COc1ccc(CC(=O)NCC(=O)N/N=C/c2ccco2)cc1	-10	1	10[fluorescence artefact?]	-0.27	-29	0	-7	-4	5
Cn1c(=O)[nH]c(=O)c2c1nc(N1CCCCCC1)n2CC(N)=O	-7[20 µM]	-7	-3	0.62	-16	-7	1	-9	-6
COc1ccnc(Oc2cccc(C(F)(F)F)c2)c1C(=O)N/C=N/OCc1ccccc1F	-10	.	-10	0.093	3	2	-1	-2	-1
CCOC(=O)n1ccc(C(=O)Nc2ccccc2F)n1	-17	2	19[fluorescence artefact?]	-1.2	-13	0	24	0	2
O=C(c1cccc(OCc2ccccc2)c1)N1CCOCC1	-18	-9	-10	-0.35	-26	3	-3	1	-6
COc1cccc(/C(=N/O)C2CC2c2ccc(Cl)cc2)c1 (stereo not drawn)	-4	0	-12	-0.64	4	-2	-9	4	-5
Cn1c(=O)c2c(nc(CO)n2C)n(C)c1=O	-27	0	-12	0.18	-19	3	5	24	-2
Cc1cccc(C)c1N(CC(=O)NN=C1CCCCCC1)S(C)(=O)=O	-2[20 µM]	-13	5	-0.083	-12	5	2	3	-2
C=CCn1c(SCC(=O)N2CCN(c3ccc(F)cc3)CC2)nnc1-c1cccs1	-19	-10	6	.	1	2	1	-10	-4
C=CCNS(=O)(=O)c1cccc(C(C)=O)c1	-9	-16	-10[fluorescence artefact?]	0.2	-10	-4[fluorescence artefact?]	-1	1	-4
CCCCOC(=O)Oc1ccc2c(=O)c(Oc3cccc(C)c3)coc2c1	-19	-13	2[fluorescence artefact?]	-1.9	-23	16[fluorescence artefact?]	-1	-2	-9
C=CCC(NCc1ccco1)c1ccc(OC)cc1OC (stereo not drawn)	-14[20 µM]	11	13	-0.14	0	5[fluorescence artefact?]	-8	10	9
CCCCCc1cc(=O)oc2c(C(CCN3CCN(c4ccccc4)CC3)c3ccc(N(C)C)cc3)c(OC)cc(OC)c12 (stereo not drawn)	-20	1	3	1.3	-7	-3	5	2	-4
CN(C)c1ccc(CNC(=O)C2CCC(CNc3c(N4CCCCC4)c(=O)c3=O)CC2)cc1 (stereo not drawn)	-2	1	2	-0.073	-15	2	-2	-25	-3
COc1ccc(C2CC(=O)C3=C(C2)Nc2ncnn2C3c2ccccc2C)cc1 (stereo not drawn)	-18	-9	-6	-0.68	-3	-2	-5	-2	-13
CCOC(=O)c1cc(-c2cccc([N+](=O)[O-])c2)n[nH]1	-19	-19	81*	0.96	1	1	-1	12	-4
O=C(O)c1ccc(N=Cc2c(O)ccc3oc4c(c23)CCCC4)cc1	-10	3	-11	.	-4	3	2	19	-13
Cn1ncc(Cl)c1C(=O)NCc1ccco1	-24	21	-3	-0.53	-15	2	2	.	-8
COc1cccc(Oc2ccc(C(F)(F)F)cc2NC(=O)c2cccc(F)c2)c1	-7	-8	-8	0.54	7	0	-3	.	-5
O=[N+]([O-])c1cccc(/C=N\N=C2c3ccccc3-c3ccccc32)c1O	-4	-10	12[fluorescence artefact?]	0.43	-8	1	5	9	10
CC(=O)SCC(C)C(=O)NCc1ccccc1 (stereo not drawn)	-17[20 µM]	-4	-5	.	2	-2[fluorescence artefact?]	0	.	-11
CCN(CC)C(=O)c1sc(NC(=O)c2ccc(C)c([N+](=O)[O-])c2)c(C#N)c1C	-15[20 µM]	-5	34	0.072	-11	9	3	-1	-10
CCOC(=O)C1(Cc2ccccc2)CCN(C2Cc3ccccc3C2)CC1	-25	5	-8	0.29	-14	1	-9	5	-3
OCCN1CCN(C(=S)Nc2ccc(SC(F)F)cc2)CC1	-23	-4	-8	0.18	-14	2	15	-2	1
CCn1nnnc1SCC(=O)c1ccc(C)cc1C	-16[20 µM]	0	0	0.048	-10	10	4	2	-1
Cc1nnc2sc(SCC(=O)Nc3ccc(Br)cc3)nn2c1=O	-22	-12	-20	0.25	-3	-11	-24	-2	6
